# Bioassay records as filed in PubChem.
# TCR CD3 inh – inhibitors of human TCR-CD3 interaction; TAMRA-labeled TCR probe fluorescence, biochemical; inhibition, % at 9.4 µM; 0.37% of 360,000 active; in the data active means inhibition above about 19%;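 further: recombinant mutant TCR 2C K166C tagged with TAMRA read by polarization; 0% = receptor in buffer alone and 100% = receptor with positive control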
# ABHD4 inh – inhibits mouse alpha/beta hydrolase domain 4. purified mABHD4, FP-Rh probe fluorescence polarization. inhibition, % at 8.92 µM. 0.54% of 370,000 active;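 active means inhibition exceeding the mean over every tested compound plus 3 SD, cut at about 30% in these data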;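 further: 0% = plate median of compound wells and 100% = S159A mutant with DMSO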
# Target sequence (Q8VD66 whole entry, looked up, the tested form may be a part): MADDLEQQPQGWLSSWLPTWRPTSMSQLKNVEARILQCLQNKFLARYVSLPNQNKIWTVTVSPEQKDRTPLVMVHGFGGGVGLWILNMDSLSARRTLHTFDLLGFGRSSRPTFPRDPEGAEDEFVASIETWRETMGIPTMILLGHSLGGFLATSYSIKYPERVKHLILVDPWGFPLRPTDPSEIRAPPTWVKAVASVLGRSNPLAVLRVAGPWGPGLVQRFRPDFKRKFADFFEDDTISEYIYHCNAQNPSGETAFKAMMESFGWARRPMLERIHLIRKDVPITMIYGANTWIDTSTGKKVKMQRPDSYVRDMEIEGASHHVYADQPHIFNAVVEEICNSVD
#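 Assay system: wild-type mouse ABHD4 protein; compound: single nominal dose of 8.92 µM, 0.89% DMSO final; schedule: 45 min + 60 min at 25 °C; measured by: FP readout, ex 525 nm / em 598 nm; evaluation: % inhibition of FP-Rh probe binding versus controls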
# SIAE primary – inhibitors of human sialic acid acetylesterase SIAE. Q9HAT2. SIAE FP-Rh probe binding, fluorescence polarization. inhibition, % at 9.66 µM. 0.69% of 370,000 active. AID 1053197;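 active means inhibition above a cutoff: mean of compounds within the control limits plus 3 SD of those, cut at about 17% in these data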;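 further: 0% = plate median of compound wells and 100% = probe without SIAE protein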
# PG9 binder – small molecules binding HIV-1 gp120 antibody PG9; TR-FRET gp120-PG9 antibody binding; inhibition, % at 6.7 µM; 0.43% of 360,000 active; AID 624416; in the data active means inhibition above about 8.5%
# rCAG binder – molecules binding r(CAG) RNA repeats | 1.3% of 370,000 active | r(CAG) RNA repeat, TO-PRO-1 dye displacement fluorescence | inhibition, % at 3 µM | AID 651821;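 active means inhibition above the plate cutoff, the mean of all test compounds on that plate plus 3 SD, cut at about 35% in these data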;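 further: 0% = DMSO alone and 100% = 100 µM mitoxantrone as full dye displacement; higher means more dye released from RNA so lower well fluorescence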
# LEDGF integ inh – blocks HIV-1 LEDGF/p75-dependent DNA integration | AID 743269 | TR-FRET IN-LEDGF/p75 DNA integration, Eu/Cy5 | 0.64% of 370,000 active | inhibition, % at 3.7 µM;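 active means inhibition above the screen-wide mean plus 3 SD, cut at about 13% in these data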;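 further: signal is the Cy5 over europium emission ratio at 671 and 618 nm; 0% = plate median of compound wells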
# NR1D1 modulator – modulates human Rev-erb alpha binding to DNA | activity, % at 10 µM | AID 1259318 | Rev-erbα–FITC-DNA binding, fluorescence polarization, 90 min | 0.79% of 370,000 active | P20393;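 active means activity above about 14%, limit read from the data; passing the limit was not always enough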;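 further: 0% = DMSO wells with 35 nM protein and 100% = DMSO wells with 750 nM protein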
# HTRA1 inh – inhibitors of human serine peptidase HTRA1; Q92743; recombinant HTRA1, FP-rhodamine activity-based probe, fluorescence polarization; inhibition, % at 5.96 µM; 0.5% of 340,000 active; in the data active means inhibition above about 36%;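 further: 0% = enzyme with DMSO and 100% = wells lacking enzyme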
# Target sequence (Q92743 whole entry, looked up): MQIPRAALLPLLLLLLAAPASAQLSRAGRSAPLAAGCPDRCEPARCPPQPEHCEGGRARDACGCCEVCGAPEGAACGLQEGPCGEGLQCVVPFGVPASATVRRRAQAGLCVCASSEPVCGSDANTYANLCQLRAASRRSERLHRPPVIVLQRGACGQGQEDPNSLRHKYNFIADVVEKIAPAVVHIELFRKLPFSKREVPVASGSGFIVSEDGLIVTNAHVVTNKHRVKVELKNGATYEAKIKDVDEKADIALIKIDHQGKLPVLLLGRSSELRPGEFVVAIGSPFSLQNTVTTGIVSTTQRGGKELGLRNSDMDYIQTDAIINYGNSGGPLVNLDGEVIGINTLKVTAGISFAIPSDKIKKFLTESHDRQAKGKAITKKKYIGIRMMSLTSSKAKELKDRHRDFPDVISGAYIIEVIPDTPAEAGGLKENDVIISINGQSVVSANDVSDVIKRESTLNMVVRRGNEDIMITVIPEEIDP
# PRMT1 FP inh – blocks human protein arginine methyltransferase 1; recombinant PRMT1, activity-based probe fluorescence polarization; inhibition, % at 2.79 µM; 1.3% of 370,000 active;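 active means inhibition above about 21% made by adding two undisclosed values, limit read from the data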
# TDP2 inh – TDP2 (human) inhibition, absorbance primary screen; recombinant TDP2, T5PNP hydrolysis, p-nitrophenol absorbance 415 nm; inhibition, % at 12.8 µM; AID 720702; 0.34% of 370,000 active;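 active means inhibition above the mean of all tested compounds plus 3 SD, set per campaign, cut at about 25% in these data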;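 further: 0% = DMSO with enzyme and 100% = buffer with substrate but no TDP2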
#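 System – recombinant human TDP2 · Amount – 120 nM TDP2 per well · Buffer or medium – Mg2+-containing Tris-HCl buffer, pH 7.5 · Reagent – T5PNP substrate, 5 mM · Dosing – 12.8 µM single point, 1% DMSO · Incubation – 2 h at 37 °C · Measured by – epi absorbance · Read-out basis – percent inhibition · Benchmarks – high control without enzyme, low control DMSO plus TDP2 · Repeats – singlicate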
# * hit, by the source's call; . = not tested or not shown; & = joins results of further samples.
SMILES,TCR CD3 inh,ABHD4 inh,SIAE primary,PG9 binder,rCAG binder,LEDGF integ inh,NR1D1 modulator,HTRA1 inh,PRMT1 FP inh,TDP2 inh
COCCCNC(=O)c1ccc2sc(C3=C[C@@H](O)[C@@H](O)[C@@H](CO)O3)nc2c1,-1,18,-2,0.4,4,2,2,.,12,5
CC(C)(C)C(=O)Nc1ccccc1C(=O)Nc1cccnc1,0,3,4,-2.1,0,1,7,1,-2,-9
COc1ccc2c(c1OC)C(=O)N1C2SC(C)(C)[C@H]1C(=O)NC(C)C (some centres not stated),-3,5,-3,-1.6,-3,-3,1,4,-1,18
O=C1N[C@@H](c2ccccc2)COC(=O)[C@H](Cc2ccc(F)cc2)C/C=C\C[C@@H]1CC(=O)N(CCO)Cc1ccccc1,-1,-39,3,0.6,9,2,3,-17,1,-12
COCCCn1c(SCC(=O)Nc2ccc(NC(C)=O)cc2)nc2sc3c(c2c1=O)CCC3,-4,2,-2,-0.5,2,-1,-6,-2,4,-6
O=C(O)CCSc1ccc2ccccc2n1,5,-7,11,18*,-2,2,-3,2&7,7,1
COc1ccc(CNC(=O)COc2ccc(Br)c(C)c2)cc1,-3,-3,-1,1.6,-7,1,4,-12,1,9
CCOC(=O)c1sc(Nc2cccc(Cl)c2)nc1C,-3,-9,-5,1.3,8,-1,2,-26,2,-2
CCCCN1C(=O)C(O)(CC(=O)c2c(C)coc2C)c2ccccc21 (configuration not stated),-6,0,3,-0.8,-8,3,6,-8,1,4
O=C(CSc1nnc(COc2ccccc2)o1)Nc1ccc(F)cc1,3,4,7,0.9,1,-1,2,-7,-2,14
Cc1ccccc1N(CC(=O)Nc1ccccc1C(=O)NCc1ccco1)S(=O)(=O)c1ccccc1,-3,-24,-8,2.1,6,1,6,-42,4,0
Cc1nn(CCCC(=O)NCc2ccccc2)c(=O)c2nn(-c3ccccc3)c(C)c12,4,-1,-1,0.3,-11,0,-3,3,0,-2
COc1ccc(C(=O)Cc2ccc3c(c2)OCO3)c(O)c1,2,1,5,0.8,1,2,5,4,-3,7
O=C1OCC(CO)(CO)N=C1NNc1ccc(Cl)c(Cl)c1,0,-9,9,-4.4,2,-2,-4,-8,-2,-1
COC(=O)c1ccc(C(=O)OC)c(NC(=O)CN2CCN(c3ccccc3)CC2)c1,5,-2,-2,-2.7,-2,-2,0,1,2,-12
COc1ccc(C(OC(=O)c2ccco2)C(=O)NC2CCCCC2)cc1OC (configuration not stated),-8,-7,3,1.1,-2,2,3,1,1,-3
COC(CN(C)S(=O)(=O)c1cc2c3c(c1)CCN3C(=O)CC2)OC,1,-6,2,0.4,0,0,1,12,-3,-11
NC(=O)OCC(COC(N)=O)c1ccccc1,4&5,4&7,1&-7,-2.0&0.0,3&-1,5&0,-5&-4&-4,1&2,-3&-6,0&-6
O=C(COC(=O)CNS(=O)(=O)c1ccccc1)Nc1ccc(Cl)cn1,-8,5,11,0.5,2,0,-1,-4,-1,7
COc1cccc(CN2CC(C(=O)NCCc3ccccc3C(F)(F)F)CCC2=O)c1 (configuration not stated),4,-6,-13,0.2,-4,-4,1,-2,0,-9

# (listing goes on)
SMILES,TCR CD3 inh,ABHD4 inh,SIAE primary,PG9 binder,rCAG binder,LEDGF integ inh,NR1D1 modulator,HTRA1 inh,PRMT1 FP inh,TDP2 inh
COc1ccc(C2COC(=O)C2=N)c(NC(=O)c2ccc(Cl)cc2)c1 (configuration not stated),3,4,3,-2.1,2,-2,1,1,0,6
O=C1CSc2ccc(S(=O)(=O)N3CCN(c4ccccc4F)CC3)cc2N1,3,2,-5,-0.8,1,-2,-2,-13,4,-2
Cc1ccc(C)c(N(CC(=O)NC2CCCC2)C(=O)CCCC(=O)Nc2ccccn2)c1,4,0,4,1.1,1,-2,-7,3,0,1
CN1CCCN(Cc2ccccc2Br)CC1,2,6,0,-0.2,-1,4,-3,-1,1,23
O=C(O)CNS(=O)(=O)c1ccc2c3c(cccc13)C(=O)N2,3,7,-7,1.2,9,3,-1,7,3,11
CCCCc1c(O)nc(SCC(=O)N2CCOCC2)n(-c2ccccc2C)c1=O,2,-1,9,-0.7,-2,1,-3,-8,3,5
C=C(C(=O)Oc1c(C(C)(C)C)cccc1C(C)(C)C)c1ccccc1,3,3,-1,-1.3,-1,-1,-1,-9,1,4
CCOC(=O)CCC(=O)c1c(C)oc2ccc(OC)cc12,-6,5,10,0.8,-1,-2,9,5,4,-10
O=C(NCc1ccccn1)c1ccc(CNS(=O)(=O)c2cccc(Cl)c2)cc1,12,5,3,1.2,-6,1,3,-2,-2,-6
COc1ccc(/C=C2\SC(=O)N(CC(=O)NC3C=CS(=O)(=O)C3)C2=O)cc1 (configuration not stated),3,0,3,-1.9,-2,-1,-5,1,4,-8
CC(NC(=O)CN(C)Cc1ccc(Br)cc1)c1ccccc1 (configuration not stated),-2,-5,-2,-0.7,-6,-2,3,-2,0,-5
Fc1ccc(-c2nnn3c2nc(NCc2ccccc2)c2ccccc23)cc1,-12,-10,-7,-0.1,0,-3,17,0,8,-13
O=C(COC(=O)c1cnccn1)c1ccc(Br)cc1,3,0,1,-0.5,-1,2,-7,7,0,-1
CCc1ccc(-n2c(C)cc(/C=N/NC(=O)c3ccncc3)c2C)cc1,9,7,9,-3.0,4,-2,-3,9,-1,8
Cc1nnc(NC(=O)CCn2cnc3ccccc3c2=O)s1,2,2,-6,0.2,-2,1,-2,-1,-2,-18
Cc1ccc(Oc2ncnc(N)c2[N+](=O)[O-])cc1,5,2,-2,-0.1,-1,1,-1,0,-1,-7
O=C(c1cccc(N2C(=O)C3CC=CCC3C2=O)c1)N1CCCCCC1 (configuration not stated),5,3,1,-0.9,-2,1,-2,0,2,-2
CN(CC(=O)NC1CC(C)(C)NC(C)(C)C1)S(=O)(=O)c1cc(Cl)ccc1Cl,1,-3,-5,-2.8,-2,4,-3,-1,2,4
CC(C)CNC(=O)c1[nH]c(C(F)(F)F)nc1-c1ccccc1,-2,0,-2,-2.0,2,-2,2,.,-5,9
Cn1c(CSCc2ccc(Cl)c(Cl)c2)n[nH]c1=S,4,-6,3,1.2,-2,0,6,-3,0,2

# Additional entries.
SMILES,TCR CD3 inh,ABHD4 inh,SIAE primary,PG9 binder,rCAG binder,LEDGF integ inh,NR1D1 modulator,HTRA1 inh,PRMT1 FP inh,TDP2 inh
O=C(O)c1ccc(/C=N/Nc2ccc(S(=O)(=O)N3CCCC3)cc2[N+](=O)[O-])cc1,3,1,-2,0.5,2,1,10,4,-6,18
CC(C)CC(=O)NC(=S)Nc1nc(-c2cccc3ccccc23)cs1,-3,-41,-79,-1.3,14,1,-1,-49,-2,-21
COc1cc(OC)cc(C(=O)Nc2ccc(S(=O)(=O)N3CCOCC3)cc2)c1,-1,-2,-3,0.2,10,-9,-2,-13,3,-14
COc1ccc(CN(C)C(=O)C2CSC3(C)CCC(=O)N23)c(OC)c1 (configuration not stated),4,7,3,0.3,0,-2,-11,-1,4,7
COc1ccc(NC2CCCN(C(=O)c3ccc(CSC)o3)C2)cc1OC (configuration not stated),-7,0,10,-4.2,0,-3,-4,3,4,6
Cc1ccc(OCCNC(=O)c2ccc(NC(=O)CC3SC(N4CCCC4)=NC3=O)cc2)cc1 (configuration not stated),-5,-4,-6,0.1,0,-4,-4,-6,3,40*
O=C(c1cccc(S(=O)(=O)Nc2ccccc2Cl)c1)N1CCCCCC1,8,4,3,-0.5,10,-2,-1,-6,0,4
Cc1ccc(S(=O)(=O)Nc2ccc3nc(-c4cccn4C)[nH]c3c2)cc1,-6,7,11,3.6,15,-1,0,-4,3,10
CCCc1cc(=O)oc2c(C)c(OCC(=O)N3CCC(C(=O)O)(c4ccccc4)CC3)ccc12,2,7,-5,-1.8,28,1,2,-8,-5,4
COc1cc(OC)c2c(-c3cccc(-c4ccc(C#N)cc4)c3)cc(=O)oc2c1,1,-1,0,1.8,4,0,-6,3,1,5
Cc1nc(C(=O)Nc2ccc(Cl)cc2)sc1C1(C)CC(c2cccc([N+](=O)[O-])c2)=NO1 (configuration not stated),2,-5,0,-2.7,10,3,0,-18,-3,10
COc1cccc(/C=C2\SC(=S)N(CC(=O)N(C)C3CCS(=O)(=O)C3)C2=O)c1 (configuration not stated),0,9,9,-1.3,1,2,-5,5,6,30*
CCOC(=O)c1c(C)nc2c(c1-c1ccc(OC)cc1)C(=O)CC(C)(C)C2,5,10,-2,-2.0,-9,-2,2,2,-1,4
O=[N+]([O-])c1cccc(NCCCN2CCC(C(O)(c3ccccc3)c3ccccc3)CC2)c1,.,15,2,.,4,0,-3,.,0,3
Cc1ccccc1N(Cc1ccccc1F)S(C)(=O)=O,4,-5,-3,1.7,-2,-3,7,0,0,-6
C[C@]12c3[nH]c4cc(-c5ccco5)ccc4c3CCN1C(=O)[C@@H](CC(=O)NCCc1ccccn1)C[C@@H]2C(=O)N1CCCCC1,-9,0,-1,0.2,9,-3,-10,0,11,-4
O=C(CSCc1nc2c(nnn2Cc2ccc(F)cc2)c(=O)[nH]1)Nc1cccc(C(F)(F)F)c1,3,-4,-1,-0.3,20,0,-2,-9,-1,8
COc1ccc(NC(=O)c2cc(S(=O)(=O)N3CCc4ccccc43)cn2C)cc1OC,3,16,6,-1.7,7,3,4,-7,0,1
O=C(CSc1ccc(-c2ccccc2)nn1)NC1CCCC1,-3,4,5,0.0,-5,0,-2,-1,0,10
COc1cccc(NC(=O)N2CCC(NC(=O)C(Cc3cccc(C)c3)NC(C)=O)CC2)c1 (configuration not stated),-3,3,1,-0.2,-3,-8,-1,1,3,-5

# Further compounds
SMILES,TCR CD3 inh,ABHD4 inh,SIAE primary,PG9 binder,rCAG binder,LEDGF integ inh,NR1D1 modulator,HTRA1 inh,PRMT1 FP inh,TDP2 inh
CCOC(=O)c1oc2cc(O)c(CC)cc2c(=O)c1-c1ccc2c(c1)OCCO2,3,-10,-16,-0.1,5,-3,3,-12,-1,-6
Cn1c(N)cc(=O)n(C)c1=S,-2,10,3,-1.2,0,0,-4,-6,3,8
NC(=O)c1ccc(N2CCCCC2)c(N2C(=O)CCC2=O)c1,-4,6,-3,0.2,1,-1,0,-3,0,-1
Cc1cc(=O)[nH]c(SCc2nc3ccccc3n2Cc2ccccc2)n1,-7,1,2,0.1,7,8,3,6,0,5
COc1ccc(-c2cccc(NS(=O)(=O)c3ccccc3[N+](=O)[O-])c2)nn1,-1,-1,5,0.1,18,4,-1,1,-6,6

# Of the compounds above, 2 contain a tert-butyl group:
SMILES,TCR CD3 inh,ABHD4 inh,SIAE primary,PG9 binder,rCAG binder,LEDGF integ inh,NR1D1 modulator,HTRA1 inh,PRMT1 FP inh,TDP2 inh
CC(C)(C)C(=O)Nc1ccccc1C(=O)Nc1cccnc1,0,3,4,-2.1,0,1,7,1,-2,-9
C=C(C(=O)Oc1c(C(C)(C)C)cccc1C(C)(C)C)c1ccccc1,3,3,-1,-1.3,-1,-1,-1,-9,1,4

# Not all compounds are listed, so the mix of outcomes need not match the whole.
